Bioassay records as filed in PubChem.
RORA act = activators of orphan receptor RORA, primary screen, cell-based, luminescence; Nuclear receptor ROR-alpha (Homo sapiens), P35398; CHO-K1 Gal4-RORA LBD luciferase reporter; percent increase over mock-subtracted basal signal; activation, % at 10 µM; 65,000 tested, 1.5% active;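 active = activation above the mean of all tested compounds plus 3 SD, cut at about 49% in these data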;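 also: 0% = DMSO-treated RORA cells and 100% = added signal equal to DMSO minus mock-transfected cells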
SF-1 act = activators of human SF-1, primary screen, cell-based, CHO-K1, Gal4-SF-1 LBD, luciferase luminescence; Steroidogenic factor 1 (Homo sapiens), Q13285; CHO-K1 Gal4-SF-1 LBD luciferase reporter; % increase over DMSO SF-1-specific signal; activation, % at 10 µM; 65,000 tested, 1.9% active;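 active = activation above the mean activation of all tested compounds plus 3 SD, cut at about 50% in these data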
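Test system: transient Gal4-SF-1 LBD reporter, CHO-K1; Amount: 4,000 CHO-K1 cells per well; Doses: 10 µM only; Timing: compound exposure 20 h at 37 °C; Signal: luciferase light emission; Read-out basis: percent activation relative to DMSO median and mock-transfected background; Control set: DMSO negative control and −SF1 background wells; Replicates: one test per compound.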
TNAP act mid DEA = human TNAP enzyme activators, primary screen, biochemical, luminescent, intermediate phosphate acceptor level. Alkaline phosphatase, tissue-nonspecific isozyme (Homo sapiens), P05186. purified TNAP, CDP-star luminescence, 100 mM DEA, 30 min; hits give high values; scale: 0 levamisole-inhibited, 1 vehicle-only enzyme. activation factor at 20 µM. 64,000 tested, under 10 active. AID 813, 2007;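 active = activation factor of at least 2 at 20 µM, relative to controls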
Target sequence (P05186 whole entry, looked up): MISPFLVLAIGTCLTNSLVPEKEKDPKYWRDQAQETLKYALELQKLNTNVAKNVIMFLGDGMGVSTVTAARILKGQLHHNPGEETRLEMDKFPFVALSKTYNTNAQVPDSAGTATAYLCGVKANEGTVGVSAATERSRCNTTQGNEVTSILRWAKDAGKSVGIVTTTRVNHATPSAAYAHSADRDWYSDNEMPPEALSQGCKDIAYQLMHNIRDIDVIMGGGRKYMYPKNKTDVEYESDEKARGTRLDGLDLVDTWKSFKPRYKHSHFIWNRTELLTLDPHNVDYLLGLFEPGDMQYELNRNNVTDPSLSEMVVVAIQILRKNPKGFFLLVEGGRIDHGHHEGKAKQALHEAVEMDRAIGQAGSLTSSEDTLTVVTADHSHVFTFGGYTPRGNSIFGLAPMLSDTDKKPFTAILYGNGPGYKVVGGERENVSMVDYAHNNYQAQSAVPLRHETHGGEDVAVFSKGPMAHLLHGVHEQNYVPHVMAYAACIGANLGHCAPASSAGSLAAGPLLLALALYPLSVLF
Fluor 339 460 = intrinsic fluorescence of library compounds, ex339/em460 – biochemical, MLSMR library, data from DPM-DC assay, artefact control, profiling panel. compound autofluorescence, ex339/em460 nm, NADH buffer; hits give high values; 1 = no-compound wells, NADH background. fluorescence fold increase at 10 µM. 65,000 tested, 5.5% active. AID 709, 2007;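 active = at 10 µM, mean starting fluorescence two-fold or more over control wells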;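 also: signal is the first read of a kinetic run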
NADH enzymes = inhibitors of PK/LDH coupling enzymes, profiling panel, artefact control, biochemical, MLSMR library | coupled PK/LDH NADH assays, four targets | IC50, µM (top dose mostly 10 µM), inactives show at the highest dose inhibition | 65,000 tested, 0.02% active;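 active = single-dose screening hits from any of four coupled enzyme assays that gave an IC50 when retested across doses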;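 also: the DPM-DC format reads NADH fluorescence rather than 340 nm absorbance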
5-HT1A blocker = human 5-HT1a receptor antagonists, primary screen, cell-based, CHO, Ga15 NFAT-bla reporter; 5-hydroxytryptamine receptor 1A (Homo sapiens), P08908; CHO 5-HT1a Ga15 NFAT-bla reporter, antagonist mode; inhibition, % at 10 µM; 62,000 tested, 0.68% active; AID 612, 2007;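 active = inhibition above the mean of all tested compounds plus 3 SD, cut at about 43% in these data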;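 also: receptor stimulated by 5-CT agonist at 100 nM near EC80; beta-lactamase reporter measured by ratiometric fluorescence of a cleavable substrate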
Target sequence (P08908 whole entry, looked up): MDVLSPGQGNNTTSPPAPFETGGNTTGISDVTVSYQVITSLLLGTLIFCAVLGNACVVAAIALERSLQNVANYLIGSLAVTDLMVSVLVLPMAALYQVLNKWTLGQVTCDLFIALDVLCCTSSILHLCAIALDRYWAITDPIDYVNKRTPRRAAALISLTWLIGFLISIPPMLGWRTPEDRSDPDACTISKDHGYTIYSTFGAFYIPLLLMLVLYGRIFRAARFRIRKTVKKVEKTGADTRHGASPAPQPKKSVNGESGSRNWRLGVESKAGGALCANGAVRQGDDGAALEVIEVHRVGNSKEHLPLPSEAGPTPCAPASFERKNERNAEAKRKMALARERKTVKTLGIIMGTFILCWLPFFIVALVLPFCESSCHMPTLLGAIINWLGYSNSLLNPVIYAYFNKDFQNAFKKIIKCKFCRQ
HTR1A agonist = human 5-HT1a receptor agonists, primary screen, cell-based, CHO, Ga15 NFAT-bla reporter | 5-hydroxytryptamine receptor 1A (Homo sapiens), P08908 | CHO 5-HT1a Ga15 NFAT-bla reporter, FRET ratio; 0% basal, 100% maximal reference agonist | activation, % at 10 µM | 65,000 tested, 0.56% active;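 active = activation above the screen-wide mean activation plus 3 SD, cut at about 19% in these data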;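 also: 0% = DMSO wells and 100% = 5-CT at EC100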
Abs 340nm = compound light absorbance at 340 nm, profiling panel, artefact control, biochemical, MLSMR library, data from PS, PMK, MK assays. compound absorbance at 340 nm, fold over control. fold change at 10 µM. 65,000 tested, under 10 active;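 active = at 10 µM dose, initial 340 nm absorbance at least 2 fold that of control wells; inactive = change under 2 fold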;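 also: initial absorbance extrapolated from kinetic A340 decline of NADH oxidation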
MMP13 inh = human MMP13 inhibitors, primary screen, biochemical, FRET peptide cleavage. Collagenase 3 (Homo sapiens), P45452. MMP-13 fTHP FRET cleavage, Mca fluorescence. 65,000 tested, 0.07% active. inhibition, % at 4 µM;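 active = inhibition above the mean of compound-free control plate wells plus 3 SD, cut at about 14% in these data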;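 also: 0% = DMSO wells and 100% = wells with reference MMP-13 inhibitor after basal subtraction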
* marks the source's active call; other numbers are inactive results; . = no result given.

SMILES	RORA act	SF-1 act	TNAP act mid DEA	Fluor 339 460	NADH enzymes	5-HT1A blocker	HTR1A agonist	Abs 340nm	MMP13 inh
CC(NC(=O)COc1ccc(Br)cc1)C(=O)O (configuration not stated)	20	8	0.9	1	4%	-6	-3.2	0.95	1
Cc1ccc(NC(=O)CS(=O)(=O)c2c[nH]c3ccccc23)c(C)c1	16	23	1	1.1	3%	14	-1.0	1	-1
CC(C)CCNC(=O)C1C2C=CC3(CN(Cc4ccccc4Cl)C(=O)C13)O2 (configuration not stated)	8	-14	0.9	1	2%	0	-1.3	1	-1
COc1ccc2[nH]cc(C(=O)CN3CCN(C(=O)c4ccco4)CC3)c2c1	-16	0	0.9	1.2	1%	1	-2.5	1.1	4
COc1ccc(NC(=O)c2[nH]c(C)c(C(C)=O)c2C)cc1Cl	16	28	0.9	1.1	4%	8	-1.0	1.1	3
CC(C)(C)Sc1nc(O)cc(=O)[nH]1	6	-2	1	1.1	2%	-6	-0.5	1.1	1
COc1cccc(C2=NO[C@@H]3C(=O)N(c4ccc5c(c4)OCCO5)C(=O)[C@H]23)c1OC	-14	-4	0.9	1.2	10%	-10	-4.5	1	6
COc1ccc(OC)c(Nc2cc(C)nc3nc(C)nn23)c1	47	16	1	1.1	7%	9	-4.6	1.1	2
CCc1ccc(N/C(SCc2cccc(F)c2)=C(/C#N)C(=O)NCc2ccco2)cc1	-7	4	0.9	1	6%	37	0.2	1.1	10
COC(=O)Nc1c(C)n(C)n(-c2ccccc2)c1=O	8	-13	1	1.1	4%	-3	-3.3	0.99	5
COc1ccccc1Oc1coc2cc(OC(=O)N3CCOCC3)ccc2c1=O	41	25	1	1.1	4%	-8	-0.4	1	0
Cc1nn2c(-c3ccc(Cl)cc3)nnc2s1	2	-16	0.9	1.1	3%	.	-2.7	0.99	-6
O=C(CSc1nnc(-c2ccco2)n1CC1CCCO1)c1ccccc1 (configuration not stated)	-12	17	0.9	1	5%	6	-1.9	1	-4
COc1ccccc1CN1C(=O)CCC1(C)C(=O)NCc1cccnc1 (configuration not stated)	13	-5	1	1.1	4%	-20	-0.2	0.98	-3
CCc1ccc(-c2nc(CN3CCCC(C(=O)NCCc4ccc(OC)c(OC)c4)C3)c(C)o2)cc1 (configuration not stated)	11	11	0.9	1	7%	-1	37*	0.98	4
Cc1nnc(NC(=O)CCC(=O)N2CCC(C)CC2)s1	2	0	0.9	1.1	1%	1	-0.9	1	3
CC1CCC(NC(=O)c2ccc(N3CCCC3=O)cc2)CC1 (configuration not stated)	62*	39	0.9	1.1	5%	-15	-0.7	0.99	2
CCOC(=O)N1CCN(C(=O)CCN2C(=O)COc3ccccc32)CC1	1	5	1.1	1	6%	-4	-3.6	0.99	3
CCOC(=O)N1CCN(C(=O)C2CCN(S(=O)(=O)c3ccc(Br)s3)CC2)CC1	-23	-8	1	0.96	12%	-5	-0.5	1	3
COC(=O)c1sc(NC(=O)c2ccoc2C)nc1C	8	23	0.9	1	2%	-5	-1.9	1	5
CCOC(=O)CN(C(=O)CN1CCOCC1)c1ccc(Br)cc1	-12	-10	0.9	1.1	3%	-12	-0.2	1	-4
Cc1cc(C)nc(-n2nc(C)c(Sc3ccc(F)cc3)c2N)n1	33	40	1	1.1	5%	-12	11	0.97	-3
Cc1cc2c(=O)n(CC(=O)N3CCN(c4ccc(F)cc4)CC3)cnc2s1	-14	-1	1	1.1	5%	-11	-4.3	1	-14
COCCn1c(SCCN2CCOCC2)nc2c1c(=O)[nH]c(=O)n2C	11	8	1	0.99	6%	2	0.6	1	4
O=C(CSc1nnc(-c2ccccc2)o1)n1c2c(c3ccccc31)CCCC2	-19	-7	0.9	1.1	5%	-11	0.2	1	0
COc1cc2cc(C(c3nnnn3C3CCCCC3)N(C)C3CCCCC3)c(=O)[nH]c2cc1OC (configuration not stated)	2	-9	0.9	1.6	4%	3	3.5	1.1	-32
CC(C)NC(=O)CN(Cc1ccccc1)S(=O)(=O)c1ccccc1	-5	-18	0.9	1	6%	10	-1.6	1.1	-5
O=C(Oc1cccnc1)c1cccc(Cl)c1	3	-19	0.9	1.1	7%	9	-2.9	1	-7
Cc1sc2nc(CSc3nnc(Cc4cccs4)n3C3CCCCC3)[nH]c(=O)c2c1C	-12	-13	0.9	1.1	4%	-3	1.7	1.1	3
O=C(CCc1nc(-c2ccccc2F)no1)Nc1ccc(Oc2ccccc2)cc1	-6	-30	0.9	1.1	8%	11	0.8	0.98	4
COc1ccc(CCn2nnnc2C(CC(C)C)N2CCC(C(N)=O)CC2)cc1OC (configuration not stated)	-5	-28	0.9	1.1	0%	0	-1.9	0.98	3
COc1ccc(C2C(C#N)=C(SC)NC3=C2C(=O)CC(C)(C)C3)cc1 (configuration not stated)	-10	-8	0.9	1.1	4%	.	-1.9	1.1	-2
O=C(COc1ncnc2ccccc12)N1CCN(S(=O)(=O)c2ccccc2)CC1	-11	1	1	1.1	4%	-4	-3.8	0.96	-4
Cc1ccc(-c2cc(C(=O)NCCN3CCOCC3)no2)cc1	-8	8	0.9	1.1	1%	11	-0.2	1	-2
CCc1nc(SCC(=O)Nc2cc(C)on2)n[nH]1	-7	4	1	1.1	3%	-11	-1.9	1.1	0
COc1cc(Br)c(S(=O)(=O)Nc2c(C)n(C)n(-c3ccccc3)c2=O)cc1OC	7	9	0.9	1.1	7%	-3	1.4	1	-1
COC(=O)c1ccc2c(=O)n(CCCN3CCOCC3)c(=S)[nH]c2c1	-7	1	0.9	1.1	4%	-5	-1.6	1	3
O=C(CN(C(=O)CCC(=O)Nc1ccccn1)c1ccc2c(c1)OCO2)NCc1ccco1	8	5	1.1	1.1	3%	4	-3.7	1	3
CC(NC(=O)c1ccco1)c1ccc2c(c1)OCCO2 (configuration not stated)	-4	6	0.9	1.1	2%	-8	-4.3	0.99	-2
CCC(C)OC(=O)C1=C(C)NC2=C(C(=O)C(C(=O)OC)C(C)C2)C1c1ccc(N(C)C)cc1 (configuration not stated)	16	6	0.9	1.1	3%	-12	1.4	1	-3
CC(C)CCOc1cccc(OCC(=O)N(C)C2CCS(=O)(=O)C2)c1 (configuration not stated)	-10	3	0.9	1.1	4%	-9	-1.5	0.93	-2
CCOC(=O)N1CCC(NS(=O)(=O)c2cc3c(cc2C)NC(=O)CO3)CC1	-12	-3	0.9	1.1	7%	5	6.7	1	-4
COc1cccc2c(=O)n(CC(=O)NC3CCCCC3)ccc12	13	-27	0.9	1.3	4%	-8	1.5	1.1	-14
CCOC(=O)C1CCN(C(=O)COC(=O)c2ccc(Br)o2)CC1	0	0	1	1	7%	6	-1.8	0.99	-10
CCN(CC)c1ccc(NC(=O)CN2CCN(CC(=O)Nc3ccccc3F)CC2)cc1	17	8	0.9	1	10%	-28	1.2	1	4
CC1CCCC(NS(=O)(=O)c2ccc3c(c2)OCCO3)C1C (configuration not stated)	-2	-5	0.9	1.2	5%	-9	-0.9	0.98	5
CCc1ccc(NS(=O)(=O)c2ccc3[nH]cc(C(=O)N4CCCCC4)c(=O)c3c2)cc1	-2	-4	0.9	1.2	2%	-1	-0.3	1	-2
O=C(NCC(O)c1ccccc1)c1cccc(S(=O)(=O)N2CCOCC2)c1 (configuration not stated)	-4	16	0.9	1	7%	1	-1.1	1	1
O=C(O)C1CCCN1S(=O)(=O)c1ccc2c(c1)CCC2 (configuration not stated)	3	2	0.9	1.1	8%	5	-1.8	1	-4
O=C(CCN1C(=O)COc2ccccc21)NCc1ccco1	-10	-11	1	1.1	1%	3	-4.7	1	-4
COc1cccc(/C(O)=C2/C(=O)C(=O)N(CCN(C)C)C2c2ccccn2)c1 (configuration not stated)	48	2	0.9	1	8%	10	1.0	1.1	2
CCOC(=O)C1=Nc2ccccc2C1=[N+]=[N-]	-76	-84	0.9	1.5	4%	.	-0.5	1.1	-10
CCOc1ccc2nc(NC(=O)CSc3nc4ccccc4c(=O)n3Cc3ccco3)sc2c1	-2	-6	0.9	1.1	2%	2	-0.7	1	1
COc1c(S(=O)(=O)n2nc(C)cc2C)ccc(Cl)c1Cl	-10	-1	0.9	1	12%	-9	1.0	0.98	5
O=c1[nH]cnc2scc(C3COc4ccccc4O3)c12 (configuration not stated)	8	8	0.9	1.1	7%	0	-0.1	1	8
Cc1nnc(SCCn2c(N3CCN(C)CC3)nc3c2c(=O)n(C)c(=O)n3C)s1	1	-19	0.9	1.1	9%	-7	-0.3	1	4
Cc1ccc(-c2nc(CS(=O)CC(=O)NCc3ccccc3)c(C)o2)cc1 (configuration not stated)	13	-5	1	1.1	3%	2	0.5	1.1	-1
COc1ccc(NC(C)=O)cc1NC(=O)CSc1nnc(-c2ccccn2)n1C	12	-8	0.9	1.1	3%	0	-1.2	1	4
CCOC(=O)c1sc(NC(=O)C2CCCO2)c(C(=O)OC)c1C (configuration not stated)	-13	9	1	1.1	11%	-12	0.3	1	-1
Cc1cc(=O)[nH]c(SCCOc2cccc(C(F)(F)F)c2)n1	-6	-11	1	1.1	1%	-1	0.7	1.1	0

Continuation.
SMILES	RORA act	SF-1 act	TNAP act mid DEA	Fluor 339 460	NADH enzymes	5-HT1A blocker	HTR1A agonist	Abs 340nm	MMP13 inh
COc1cc(/C=N/n2c(SC)nnc(C(C)(C)C)c2=O)ccc1O	-6	-9	1	1.1	0%	-10	-3.9	1.1	2
Cc1cc(C(=O)N2CC(C)CC(C)C2)n(-c2ccccc2)n1 (configuration not stated)	10	-3	1	1.1	3%	17	1.8	1.1	-1
Cc1cccc(CC2CC(=O)N(C3CCCCC3)C2=O)c1 (configuration not stated)	0	2	0.9	1.1	1%	-18	-1.1	1.1	6
O=C(CSc1nnc(CNC(=O)c2ccccc2F)o1)NCCc1ccccc1	-17	6	0.9	1	6%	-10	1.0	1	5
C=CCOC(=O)C(C#N)c1nc2ccccc2nc1N1CCN(c2ccccc2OCC)CC1 (configuration not stated)	-13	-6	0.8	1.1	5%	.	-2.0	1	1
O=C(C1CCN(S(=O)(=O)N2CCC3(CC2)OCCO3)CC1)N1CCc2ccccc2C1	7	-5	1	1.1	7%	6	2.5	1.1	-8

Reformatted with bars between the fields: entries from further up.
Compound | RORA act | SF-1 act | TNAP act mid DEA | Fluor 339 460 | NADH enzymes | 5-HT1A blocker | HTR1A agonist | Abs 340nm | MMP13 inh
Cc1cccc(CC2CC(=O)N(C3CCCCC3)C2=O)c1 (configuration not stated) | 0 | 2 | 0.9 | 1.1 | 1% | -18 | -1.1 | 1.1 | 6
O=C(CSc1nnc(CNC(=O)c2ccccc2F)o1)NCCc1ccccc1 | -17 | 6 | 0.9 | 1 | 6% | -10 | 1.0 | 1 | 5
C=CCOC(=O)C(C#N)c1nc2ccccc2nc1N1CCN(c2ccccc2OCC)CC1 (configuration not stated) | -13 | -6 | 0.8 | 1.1 | 5% | . | -2.0 | 1 | 1
O=C(C1CCN(S(=O)(=O)N2CCC3(CC2)OCCO3)CC1)N1CCc2ccccc2C1 | 7 | -5 | 1 | 1.1 | 7% | 6 | 2.5 | 1.1 | -8
